Compound activity deposited in PubChem by several laboratories.
Ins promoter up: MIN6 insulin promoter up-regulation; MIN6 insulin promoter-GFP reporter, high-content imaging; active compounds read high; z-score at 5 µM; hit rate 0.3% among 190,000;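 active means z-score above 3 at 5 µM with at least 500 cells counted in the well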
T cell HTS: modulates CD8 T cell binding to vesicles; 2C CD8+ T cell-vesicle binding, flow cytometry; active compounds read low; calls only at 7 µM; hit rate 0.068% among 330,000; AID 2052;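 active means response, share of CD8 T cells binding vesicles, and their 90th percentile fluorescence all below set limits, cut at about 80% in these data, passing the limit was not always enough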
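Benchmarks: naked versus QL9-loaded vesicles / Assay system: purified 2C TCR transgenic mouse naive CD8+ T cells / Technique: high-throughput flow cytometry with anti-B7-1 and anti-CD8 staining / Timing: Cell–vesicle co-incubation 1.5 h at 37 °C, staining 20 min on ice / Read-out: percent CD8+ FL2 mean versus row control / Probe or stimulus: QL9-loaded Drosophila micro-vesicles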
Autophagy mod: alters autophagy in cells. MEF GFP-LC3 puncta imaging; test concentration mostly 10 µM. calls only at 10 µM (by protocol). hit rate 0.98% among 190,000;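 active means percentage of spot-positive cells more than 3 SD above its plate mean, without a fluorescence outlier flag or 80% toxicity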;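 further: spot-positive cell cutoff set from DMSO-treated cells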
Lipid droplet: modulators of hepatic lipid droplet formation. AML12 mouse hepatocytes, oleate lipid droplets, BODIPY imaging. inhibition, % at 6.5 µM. hit rate 0.4% among 240,000;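 active means lipid droplet intensity inhibited by at least 50%, with more than 500 cells counted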
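System: AML12 hepatocytes (mouse). Probe or stimulus: oleic acid at 100 µM to induce lipid droplet formation. Times: overnight treatment with compound plus oleate. Detection: Image-based BODIPY and DAPI two-channel analysis. Evaluation: percent inhibition of filter-corrected integrated lipid droplet intensity per well.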
ER stress rescue: protection against thapsigargin-triggered cell killing – 384-well, CSM14.1, ATP luminescence, primary screen (AID 1222); CSM14.1 thapsigargin-induced death rescue, ATP luminescence; higher % means a stronger effect; cellular ATP content (survival), % at 20 µM; hits with a dose series show EC50 in µM; 190,000 tested, under 10 active;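 active means EC50 below 50 µM in the dose-response confirmation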;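 further: death triggered by thapsigargin at about 15 µM added after 2 h compound pretreatment; cell ATP read after overnight thapsigargin exposure of roughly 18 to 22 hours; normalized against plate controls of thapsigargin alone and 5% DMSO vehicle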
MT stabilizer: microtubule stabilization, imaging screen. HeLa tubulin immunostaining HCS, 24 h; share of cells brighter than vehicle mean+2SD. % tubulin-high responders, % at 10 µM. hit rate 0.83% among 200,000;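 active means plate Z-score above 3 for both tubulin-high and condensed-nucleus cell shares, with cell loss under 80%, at 10 µM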;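 further: anti alpha tubulin signal scored within the nucleus-defined area of each cell; some results filed as inactive read as strong as hits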
b-catenin transl: modulators of beta-catenin nuclear translocation | hit rate 0.3% among 190,000 | AID 1665 | nuclear translocation activity, % at 5 µM | HeLa beta-catenin nuclear translocation, immunofluorescence imaging;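 active means nuclear translocation activity above 50% at 5 µM, with a well cell count of 50 or more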;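 further: per-cell ratio of nuclear to cytoplasmic median beta-catenin stain intensity; plate controls were DMSO negative control for no effect and GSK-3 inhibitor IX positive control for full effect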
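Read-out: Nuclear/cytoplasmic beta-catenin signal ratio, % activation | Assay system: Human HeLa cell line | Times: 24 h compound exposure at 37°C, 5% CO2 | Signal: Fluorescence imaging of beta-catenin antibody stain plus DAPI | Dosing: 5 µM primary, 0.02–20 µM confirmation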
Dynein cargo inh: dynein cargo transport inhibition | z-score, hits read low | hit rate 0.47% among 220,000 | AID 1381 | 3617.4 mouse cells, GR-EGFP nuclear translocation imaging; test concentration mostly 20 µM; stimulated with dexamethasone, 1 µM; active compounds read low;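 active means plate z-score of nuclear minus cytoplasmic receptor signal below a set negative limit, without overly bright fluorescence or cell loss, cut at about -3.5 in these data, passing the limit was not always enough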;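 further: z-score of nuclear minus cytoplasmic ring GR-EGFP intensity difference per well; some compounds called inactive have numbers as strong as hits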
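Schedule: 48 h induction, then 1 h compound, then 30 min agonist, 37 °C. Buffer or medium: tetracycline-free induction medium containing charcoal-stripped FBS. Reagent: 1.0 µM final dexamethasone stimulus. Evaluation: nuclear versus cytoplasmic GR-EGFP signal, averaged per well. Signal: high-content fluorescence imaging after fixation.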
Salmonella PhoP GFP: PhoP-dependent GFP reporter repression – Salmonella Typhimurium, primary screen (AID 1863); S. Typhimurium PhoP-regulated promoter GFP reporter, 4 h; higher % means a stronger effect; inhibition, % at 50 µM; hits with a dose series show IC50 in µM; hit rate 0.16% among 300,000;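 active means inhibition over 29.93%, a cutoff 3 SD above the screen mean, later confirmed by dose response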;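 further: 0% = low Mg2+ inducing control and 100% = high Mg2+ repressing control; strong numbers were not always called active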
Dynein cargo inh cytoplasmic EGFP: second read-out of Dynein cargo inh, no call of its own (marks repeat the call); z-score; measured here: cytoplasmic GR-EGFP intensity; active compounds read high
Dynein cargo inh nuclear GR-EGFP: recorded beside Dynein cargo inh, whose call it bears; z-score; measured here: nuclear GR-EGFP intensity;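 lower value marks the stronger effect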
Dynein cargo inh cell count: recorded beside Dynein cargo inh, whose call it bears; z-score; measured here: cell count per field
Ins promoter up cell count: further read-out of Ins promoter up, marked with its call; cell count; measured here: cytotoxicity, nuclei count;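 total cells summed across four imaged fields per well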
Lipid droplet cells 6.5 µM: recorded beside Lipid droplet, whose call it bears; cell count; measured here: cell count, cytotoxicity flag;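 cells counted across two imaged fields per well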
b-catenin transl cell count 5 µM: further read-out of b-catenin transl, marked with its call; cell count; measured here: cell count, cytotoxicity flag
T cell HTS vesicle-bound %: recorded beside T cell HTS, whose call it bears; double positive events, %; measured here: CD8+ vesicle-bound cell fraction;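 binding gate set so that unloaded-vesicle control wells show 10% double positive cells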
MT stabilizer Hoechst-high %: recorded beside MT stabilizer, whose call it bears; % Hoechst-high responders; measured here: nuclear condensation Hoechst responders;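 share of cells brighter than vehicle mean plus two SD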
MT stabilizer cytotoxicity %: further read-out of MT stabilizer, marked with its call; toxicity, %; measured here: cytotoxicity by cell density;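 0% = mean cell density of plate MIN control wells and 100% = no cells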
Autophagy mod cell loss 18 h: recorded beside Autophagy mod, whose call it bears; toxicity, %; measured here: cell loss, nuclei count;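 cell loss after 18 h compound exposure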
* hit, by the source's call; i = inactive; · = not tested or not shown.

SMILES	Ins promoter up	Ins promoter up cell count	T cell HTS	T cell HTS vesicle-bound %	Autophagy mod	Autophagy mod cell loss 18 h	Lipid droplet	Lipid droplet cells 6.5 µM	ER stress rescue	MT stabilizer	MT stabilizer Hoechst-high %	MT stabilizer cytotoxicity %	b-catenin transl	b-catenin transl cell count 5 µM	Dynein cargo inh	Dynein cargo inh cytoplasmic EGFP	Dynein cargo inh nuclear GR-EGFP	Dynein cargo inh cell count	Salmonella PhoP GFP
CC(C)CCNC(=O)C(C)N(C(=O)Cn1nnc(-c2ccc(F)cc2)n1)C1CCCC1 (stereo unspecified)	0.13	931	i	12	i	11	·	·	2.0%	4.5	1.3	1.8	-1.5	1172	0.22	0.29	0.76	0.13	-1%
Cc1ccc2cc(CN(CCCN3CCOCC3)C(c3nnnn3Cc3ccco3)C(C)C)c(=O)[nH]c2c1C (stereo unspecified)	·	·	i	17	i	4	·	·	·	3.2	2.4	8.8	·	·	-1.4	-0.14	-0.88	0.62	·
Cc1c([N+](=O)[O-])cc(C(=O)Nc2ccc(Cc3ccncc3)cc2)cc1[N+](=O)[O-]	0	1269	i	33	i	-29	22	626	-0.8%	2.4	4.3	6.8	1.5	530	-0.31	-0.3	-0.62	0.39	1%
CC(C)(C)OC(=O)N/N=C/c1ccc(N2CCOCC2)s1	-0.22	1226	i	37	i	-6	1	703	-2.1%	3.9	2.1	9.3	4.5	512	-0.056	-0.12	0.029	1	-4%
O=C(CN1CCCCCC1)Nc1ccc(F)c(F)c1F	-0.34	943	i	32	i	15	4	713	4.9%	2.5	2.2	9.4	-1.5	1149	-0.39	-0.2	-0.021	0.5	7%
COc1ccc2c(c1)[nH]c1c(=O)n(CCc3cnc[nH]3)cnc12	-0.41	1276	i	5	i	0	-1	736	-0.9%	5.9	3.9	7.4	-6.2	1234	1.3	-0.27	0.56	-1	-6%
CC(=O)NC(=S)Nc1cccc(S(=O)(=O)NC2=NCCC2)c1	-0.28	1273	i	49	i	4	28	686	-0.6%	1.9	3.0	5.6	-2.6	536	-0.7	-0.31	-0.72	0.74	-8%
Cc1nc(C(F)(F)F)nc(Nc2ccc(Br)cc2)c1C#N	-1.2	2000	i	26	i	11	17	699	-1.7%	4.1	2.0	3.2	-2.1	1089	0.098	-0.21	-0.11	0.93	-1%
CN(C)C(=S)c1ccccc1	0.62	1404	i	28	·	·	19	740	·	·	·	·	-0.8	1113	1.2	-0.26	0.38	-1	-10%
COC(=O)c1cc2c(ccn2-c2ccc(F)cc2)n1CC(=O)N1CCN(C(=O)c2ccco2)CC1	0.52	1198	i	36	i	7	-1	711	0.9%	2.6	1.3	10	-2.1	1261	1.5	-0.14	0.82	-1.3	-8%
Cc1ccc(C(=O)COc2nc(C)nc3ccccc23)cc1	0.9	1353	i	20	i	-7	-9	647	0.8%	2.8	2.9	12	-1.0	1080	-1.2	-0.34	-0.39	1.5	0%
COc1cc(Cl)c(C)cc1NC(=O)CSc1nnc(-c2ccco2)n1CC(C)C	-0.49	1209	i	54	i	14	·	·	1.3%	1.9	1.5	11	1.5	1150	-0.24	-0.16	0.12	-0.13	-10%
COc1ccccc1NC(=O)Nc1c(C)nn(C)c1C	0.44	1294	i	31	i	-18	2	710	24%	5.7	2.5	3.0	-1.6	1113	1.2	-0.29	0.72	-0.82	-1%
COc1ccc(OC)c2[nH]c(=O)c(CCNC(=O)COc3ccccc3)cc12	-0.57	1567	i	13	i	17	·	·	-0.5%	5.0	3.4	1.4	0.1	1373	0.73	-0.24	0.45	-0.63	19%
CCOC(=O)C1C(=O)NC(c2ccccc2)=NC1c1ccc(O)c(OC)c1 (stereo unspecified)	-0.64	1525	i	37	i	15	-2	747	-0.8%	2.6	1.3	4.3	-4.1	1019	-0.3	-0.31	-0.063	0.44	2%
COc1ccc(N(C)S(=O)(=O)c2cccc(C(=O)OCC(=O)NCc3ccccc3OC)c2)cc1	0.73	827	i	21	·	·	0	665	·	·	·	·	-1.5	1391	1	-0.0016	1.7	-2.4	-6%
O=C(Nc1ccccc1-c1ccccc1)c1ccco1	-0.05	1315	i	19	i	-1	·	·	-0.1%	5.8	4.0	5.3	1.5	1140	1.7	-0.15	0.89	-1.6	-7%
Cc1nn(C(C)(C)C)c(OC(=O)c2cccs2)c1Sc1ccccc1	·	·	i	46	i	24	-4	793	-0.3%	1.2	1.3	7.0	-12	1148	0.47	-0.21	0.65	0.075	3%
CC(Sc1nc(NCc2ccccc2)nc(N(C)C)n1)C(=O)Nc1ccccc1 (stereo unspecified)	-0.48	970	i	53	i	-18	·	·	-2.7%	1.8	1.0	13	1.9	1413	0.58	-0.23	0.81	0.44	-7%
N#CCCN(CC(=O)O)S(=O)(=O)c1ccccc1	0.1	1195	i	34	i	25	0	763	-2.9%	3.1	1.1	0.6	-6.1	1177	0.59	0.71	1.3	-0.79	-4%
CCOC(=O)C1(C)NC(c2ccco2)C2C(=O)N(c3ccc(C)cc3)C(=O)C21 (stereo unspecified)	·	·	·	·	i	4	-17	740	-0.8%	4.4	2.7	9.0	·	·	-0.33	-0.19	-0.3	0.39	6%
Clc1cccc(CON/C=N/c2ncnc3sccc23)c1	0.16	1572	i	2	i	13	·	·	0.8%	0.3	1.6	5.5	1.4	1380	1.4	-0.2	1.1	-1.1	4%
O=C(CCSCCc1ccccn1)Nc1ccc(Br)cc1F	1.6	1510	i	35	i	-5	-11	572	-0.7%	2.6	1.1	0.1	-0.8	1106	0.078	-0.25	0.11	-0.073	-15%
CC(=O)OCC(OC(C)=O)C(OC(C)=O)C(OC(C)=O)C(=O)Nc1ccc(C)cc1 (stereo unspecified)	·	·	i	51	i	3	·	·	1.1%	1.6	1.5	6.0	-1.6	805	-0.39	-0.16	-0.086	0.5	-2%
C=CCN1C(=O)C(O)(CC(=O)c2c(C)n[nH]c2C)c2cc(Br)ccc21 (stereo unspecified)	-0.26	1210	i	27	i	6	-5	706	-2.6%	2.0	2.1	6.7	·	·	1.6	-0.27	0.97	-0.92	-5%
CC(=O)Nc1ccc2nc(C3CC3)n(Cc3ccc(Cl)cc3)c(=O)c2c1	·	·	i	1	i	1	2	733	-2.0%	3.2	1.1	0.6	-0.3	1056	-0.36	-0.26	-0.097	0.46	3%
CCOC(=O)CN1C(=O)S/C(=C/c2cc(C)n(C)c2C)C1=O	·	·	i	42	i	21	·	·	·	2.7	1.6	5.2	·	·	0.13	-0.19	0.61	0.25	·
CC(C)=CCC/C(C)=C/Cc1c(O)ccc(C(=O)/C=C/c2ccc(O)cc2)c1O	0.91	803	·	·	i	14	10	717	-2.5%	2.6	1.9	13	-1.9	556	-0.86	-0.27	-0.018	0.96	4%
Nc1nc(NC(=O)c2ccc(Cl)cc2)nn1-c1ccccc1	1.6	1248	i	47	i	-5	-9	696	-3.8%	3.4	2.2	0.4	·	·	-0.14	-0.22	0.0043	-0.01	-10%
COc1ccc(CCNC(=O)CN(C2CCCCC2)S(C)(=O)=O)cc1OC	0.43	1378	i	27	i	-1	6	694	-2.3%	6.8	2.9	1.4	-0.4	995	0.26	-0.11	0.4	-0.25	4%
Cc1ccc(-c2ccnc3nc(-n4cccc4)nn23)o1	0.5	1088	i	39	i	9	-1	719	0.3%	3.9	1.6	4.8	-0.2	1160	1.1	-0.22	0.92	-0.41	5%
N#Cc1cccc(NC(=O)Cc2ccccc2)c1	·	·	i	37	i	24	-2	682	0.8%	3.1	1.7	0.1	0.3	1577	1.1	-0.19	0.27	-0.036	7%
CCOC(=O)/C(C#N)=C/c1cc2cc(C)c(C)cc2nc1Cl	0.07	1109	i	36	·	·	11	732	·	·	·	·	-0.6	1268	-1.3	-0.79	-1	0.47	-5%
CC1(C)Cc2nc3sc(C(=O)NCCCO)c(N)c3cc2CS1	0.25	1432	i	14	i	14	2	697	-1.2%	4.6	2.2	10	-0.1	1547	0.98	-0.15	0.95	-0.77	5%
CCOc1ccc(-c2cc(CCCC(=O)NCc3ccc(C)cc3)no2)cc1	-1.1	1072	i	22	i	11	·	·	-0.2%	4.0	4.0	4.9	-3.9	1091	0.78	-0.24	0.75	-0.08	5%
CN(C)CCN1C(=O)c2oc3ccc(Cl)cc3c(=O)c2C1c1cccc(Br)c1 (stereo unspecified)	0.07	1266	i	30	i	-14	-6	726	-3.9%	3.7	2.3	3.6	·	·	0.18	0.82	0.37	0.15	-8%
